Compound activity: PubChem, National Center for Advancing Translational Sciences (NCATS)
DRD3 agonist: agonists of human D3 dopamine receptor. P35462. D3R DiscoveRx beta-arrestin cells, luminescence, 90 min. max activation, %. 410,000 compounds, 0.58% hits. AID 652048; in the data active = max activation above about 30%; note: 0% is about no effect; mostly tested at two doses, the higher about 12 µM
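Agonist-mode cell screen: cells plated at 1500/well and incubated overnight at 37 °C, then exposed to library compounds for 90 min at 37 °C. Detection reagent was added for 30–60 min at room temperature, and luminescence was read.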
D3 antag: antagonists of human D3 dopamine receptor. P35462. D3R cells, DiscoveRx beta-arrestin luminescence, antagonist mode; hits give low values. max response, negative = inhibition, %. 360,000 compounds, 2.5% hits; in the data active = max response below about -50%; inconclusive = no clear call, values can overlap the other calls; note: % is set by controls: 0 for no effect and ±100 for the full control effect; mostly tested at two doses, the higher about 12 µM
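Cells plated overnight at 1500 cells/well, then exposed to library compounds with dopamine controls for 90 minutes at 37 degrees C. DiscoveRx reagent added for 30–60 minutes at room temperature; luminescence read, quantitative HTS format.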
GLP1R ag: agonists of human GLP-1 receptor; HEK293 GLP-1R CRE-luciferase, luminescence, 4-6 h; cells express a hypersensitive GLP-1R form; P43220; 380,000 compounds, 0.007% hits; Potency, µM (highest dose often 45.6 µM), for the others: top-dose activation, usual class: activators; note: potency is the fitted concentration of half-maximal effect; % of control where 0% means no effect
PI5P4Ka inh: inhibitors of human PI5P4K alpha; 330,000 compounds, 1.2% hits; AID 652105; P48426; max response, %; PI5P4Kalpha enzyme, ADP-Glo luminescence, 60 min; hits give low values; active = max response of -50% or lower; inconclusive = between -30% and -50%; inactive = -30% or higher; note: value at the top dose of about 77 µM; % is set by controls: 0 for no effect and ±100 for the full control effect
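PI5P4Kalpha ADP-Glo assay; 5 microM ATP final; 60 min RT reaction; HEPES pH 7.4/EGTA/CHAPS, 5% DMSO; controls lacking substrate or enzyme; luminescent end-point.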
HEK293 tox: cytotoxic in the GLP-1 receptor inverse agonist counter-screen; HEK293 cAMP-luciferase reporter cells, luminescence, 24 h; Potency, µM (titrated, usually from 38.3 µM), for inactives: top-dose activity change, negative = inhibition, usual class: inhibitors; 410,000 compounds, 0.13% hits; AID 624418;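 note: loss of luciferase light is scored as toxicity; potency is the fitted concentration of half-maximal effect; % is set by controls: 0 for no effect and ±100 for the full control effect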
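1536-well qHTS counterscreen of the MLSMR; 200 cells/uL, 12 h pre-incubation, 23 nL cpd, 24 h at 37 deg C 5% CO2, luciferase detection reagent, 12 min RT, luminescence. Inhibition = undesired.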
PLK1 PBD inh: inhibitors of human PLK1 polo-box domain binding | P53350 | Plk1 PBD binding of FITC phosphopeptide, fluorescence polarization | Potency, µM, inactives show max response, negative = inhibition, most hits filed as inhibitors | 360,000 compounds, 2.8% hits | AID 720504; note: potency is the fitted concentration of half-maximal effect; series mostly up to about 57 µM; % is set by controls: 0 for no effect and ±100 for the full control effect; nearly all actives have a fitted effect of over 65% in size
GLP-1R inv ag: GLP-1 receptor (human) inverse agonism. P43220. HEK293 GLP-1R CRE-luciferase, luminescence, 24 h; GLP-1R form is constitutively active. Potency, µM (doses to about 38.3 µM), for the others: top-dose activity change, negative = inhibition, usual class: inhibitors. 410,000 compounds, 1.6% hits. AID 624417; note: potency is the fitted concentration of half-maximal effect; % is set by controls: 0 for no effect and ±100 for the full control effect; nearly all actives have a fitted effect of over 55% in size
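Seeding at 200 cells/uL, 12 h culture, 24 hr compound treatment, then luciferase reagent and a luminescence read; cells are HEK293 stably expressing a constitutively active GLP-1R plus cAMP-responsive luciferase.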
WRN helicase inh: inhibitors of human WRN helicase. Q14191. WRN helicase unwinding, fluorescent forked duplex, kinetic. Potency, µM (doses to about 114 µM), for the others: top-dose activity change, negative = inhibition, hits mostly inhibitors. 360,000 compounds, 0.46% hits. AID 651768; note: potency is the fitted concentration of half-maximal effect; % is set by controls: 0 for no effect and ±100 for the full control effect; nearly all actives have a fitted effect of over 55% in size
Target sequence (Q14191 whole entry, looked up): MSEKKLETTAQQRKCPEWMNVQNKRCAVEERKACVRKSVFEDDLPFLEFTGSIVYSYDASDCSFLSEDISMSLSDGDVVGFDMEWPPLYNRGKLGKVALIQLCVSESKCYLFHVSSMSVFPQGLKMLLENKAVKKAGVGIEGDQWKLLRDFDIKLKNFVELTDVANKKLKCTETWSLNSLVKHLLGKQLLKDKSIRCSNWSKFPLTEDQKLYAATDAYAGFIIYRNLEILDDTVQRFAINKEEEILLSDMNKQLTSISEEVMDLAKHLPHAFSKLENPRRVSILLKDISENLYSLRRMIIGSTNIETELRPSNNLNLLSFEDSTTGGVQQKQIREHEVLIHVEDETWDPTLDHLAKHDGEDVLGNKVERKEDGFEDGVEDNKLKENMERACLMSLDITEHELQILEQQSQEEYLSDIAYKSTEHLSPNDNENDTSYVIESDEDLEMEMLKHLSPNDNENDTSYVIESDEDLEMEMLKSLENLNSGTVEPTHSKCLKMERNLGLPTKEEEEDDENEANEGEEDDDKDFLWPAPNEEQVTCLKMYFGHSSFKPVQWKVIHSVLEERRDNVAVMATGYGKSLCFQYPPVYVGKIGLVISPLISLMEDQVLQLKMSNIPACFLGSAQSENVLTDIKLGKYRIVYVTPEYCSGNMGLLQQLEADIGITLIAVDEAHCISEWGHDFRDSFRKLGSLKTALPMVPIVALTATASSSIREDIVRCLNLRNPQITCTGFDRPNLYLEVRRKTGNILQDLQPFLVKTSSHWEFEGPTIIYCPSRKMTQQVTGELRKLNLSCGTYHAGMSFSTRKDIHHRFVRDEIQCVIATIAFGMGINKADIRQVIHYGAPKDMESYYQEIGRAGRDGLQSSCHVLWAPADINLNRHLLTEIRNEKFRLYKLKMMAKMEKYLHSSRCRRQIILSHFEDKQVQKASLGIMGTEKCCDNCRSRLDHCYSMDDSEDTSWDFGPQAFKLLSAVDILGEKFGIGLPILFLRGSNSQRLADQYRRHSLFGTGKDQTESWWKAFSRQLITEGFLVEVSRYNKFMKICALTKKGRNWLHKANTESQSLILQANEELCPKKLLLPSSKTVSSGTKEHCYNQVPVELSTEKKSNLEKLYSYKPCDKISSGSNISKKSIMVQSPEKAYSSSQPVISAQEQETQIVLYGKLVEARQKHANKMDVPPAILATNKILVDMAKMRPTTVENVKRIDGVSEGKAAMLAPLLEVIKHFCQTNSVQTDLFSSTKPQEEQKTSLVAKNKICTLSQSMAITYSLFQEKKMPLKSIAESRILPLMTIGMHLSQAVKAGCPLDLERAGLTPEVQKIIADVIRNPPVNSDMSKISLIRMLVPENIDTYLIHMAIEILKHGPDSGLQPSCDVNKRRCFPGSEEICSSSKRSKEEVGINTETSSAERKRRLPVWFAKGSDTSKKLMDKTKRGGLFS
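Kinetic fluorescence helicase assay: unwinding of a quenched forked DNA duplex (100 nM final) with 2 mM ATP final raises red fluorescence (525/598 nm). Compounds sat 15 min at room temperature with 20 nM WRN beforehand.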
IL2 activator: activates IL-2 in a cell-based reporter assay | IL-2 activation reporter assay, cell-based qHTS; stimulated with anti-CD3/CD4/CD28 beads; in transgenic mouse T cells | activation, % (series mostly up to about 46 µM) | 360,000 compounds, 0.065% hits | AID 652025; in the data active = activation above about 50%; inconclusive = mostly about 30% to 49%; note: 0% is about no effect
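Readout is EGFP and DsRed signal by fluorescent plate cytometry after 18 h at 37 degrees C. Transgenic mouse T cells (750/well) received compound for 60 min before bead stimulation (anti-CD3, anti-CD4, anti-CD28); memory T cells served as non-tolerant control.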
Active calls of the source: *; ? = inconclusive; . = not tested or not shown; [ ] = dose if it differs, or a comment. Unless noted, calls come from the whole dose curve; as a rule, active = well fitted curve in the direction sought with a large enough effect; inconclusive = small, poorly fitted or top-dose-only effect, or another doubt; inactive = no such curve, though single readings can be large; an effect the other way counts as inactive or inconclusive. Rows were taken by chance. Share with any hit: about 7.8%.

SMILES	DRD3 agonist	D3 antag	GLP1R ag	PI5P4Ka inh	HEK293 tox	PLK1 PBD inh	GLP-1R inv ag	WRN helicase inh	IL2 activator
CCN(CC)C(=O)CSc1nnc(-c2cccnc2)n1Cc1ccccc1	1	3	-5%	-8	2%	-2%	5%	12%	-0.9
COc1c(OC(C)=O)ccc(/C=N\NC(=O)c2ccc(Br)cc2)c1[N+](=O)[O-]	-17	-15	0%	-69*	-15%	?	-21%	-29%	-1.4
Cc1ccc(-n2c(SCC(=O)N3CCC(C(=O)O)CC3)nc3ccccc3c2=O)cc1C	-1	5	1%	-11	-10%	-8%	-29%	-1%	-0.2
CCO[C@H]1OC(C(=O)O)=C[C@@H](c2ccccc2)[C@@H]1CCCO	-22	-19	-3%	-3	?	0%	8%	6%	0.3
COc1ccc(N2CCN(C(=O)COC(=O)[C@@H](NC(=O)OCc3ccccc3)C(C)C)CC2)cc1	10	31	-28%	-4	-21%	-3%	?	-1%	1.4
O=C(NCc1cccc(C(F)(F)F)c1)c1ccc2nc([C@H]3C[C@H](O)[C@@H](CO)O3)[nH]c2c1	-2	3	1%	5	5%	0%	25%	-3%	-0.2
COc1ccc(NC(=O)COC(=O)CCc2ccccc2)c(OC)c1	4	3	-1%	-2	6%	-5%	5%	0%	-0.3
CCN1CCN(C(=O)c2c(-c3c(Cl)cccc3Cl)noc2C)CC1	2	-8	6%	0	4%	-1%	-2%	0%	0.5
CCOC(=O)N1CCN(C(=O)C2CCCN(S(=O)(=O)c3ccc(OCC)cc3)C2)CC1 (stereo unspecified)	1	4	-8%	8	-7%	-4%	6%	-33%	-2.7
COc1ccccc1NC(=O)c1cc(S(=O)(=O)NC2CCCC2)ccc1F	6	-12	20%	1	0%	-8%	?	-16%	-3.3
NC(=O)NCCCC(NC(=O)c1ccc(C#CC2(O)CCCCC2)cc1)C(=O)O (stereo unspecified)	-4	5	0%	-5	-2%	-5%	21%	14%[57.1 µM]	0.6
COc1ccc(NC(=O)Cn2nnc(C(=O)NCc3ccccc3)c2N)cc1Cl	2	59	0%	-5	-14%	0%	5%	8%	-0.2
Cn1ncc(C(=O)N=S(C)(=O)c2ccccc2)c1[N+](=O)[O-] (stereo unspecified)	-13	5	-7%	-8	0%	1%	9%	0%	-1.1
O=C(NCCc1ccccn1)c1nc(Cn2ccc([N+](=O)[O-])n2)no1	3	3	5%	-2	-5%	0%	15%	-5%	0.6
COc1cc2c(cc1OC)-c1nncn1C(C)(C)C2	0	19	4%	-10	-2%	-7%	50%[activator]	-14%	-1.1
COc1ccccc1-n1c(SCC(=O)NCc2ccc3c(c2)OCO3)nc2cc([N+](=O)[O-])ccc21	-17	-20	10%	-13	-31%	?	?	-26%	-3.6
Nc1cc(N)nc(SCC(=O)NCC(=O)Nc2ccc(F)c(F)c2F)n1	0	-19	-4%	-9	8%	-11%	1%	-23%	0.5
Cn1cc(/C=N\NC(=O)c2cccs2)c2ccccc21	1	4	4%	5	3%	0%	23%	-7%[57.1 µM]	-0.5
Cn1cc(CNC(=O)/C=C/c2ccc(Cl)cc2)cn1	-16	8	5%	0	6%	-8%	11%	2%	-2.2
O=C(NC1CCCC1)C(c1ccc(Cl)cc1)N(Cc1ccc(F)cc1)C(=O)CCl (stereo unspecified)	3	2	-3%	-6	-24%	-1%	?	12%	-1.1
CC(=O)Nc1ccc(C(=O)CSc2nnc(-c3ccccc3)n2-c2ccccc2)cc1	5	.	-7%	.	-18%	.	-25%	.	.
NC(=O)NC(=O)COC(=O)c1cccc(NS(=O)(=O)/C=C/c2ccccc2)c1	-16	-22	-2%	1	16%	-3%	-9%	-16%	-3.6
Cc1ccc(-n2nc3c(c2NC(=O)C(C)(C)C)CSC3)c(C)c1	-7	30	-3%	.	5%	-4%	-12%	-14%	0.0
COc1ccc(CCNC(=O)c2c(O)c3cccc4c3n(c2=O)CC4)cc1OC	5	-6	-8%	-2	8%	-5%	9%	-3%	1.7

Complete entries, looked up by structure. Values in the order: DRD3 agonist | D3 antag | GLP1R ag | PI5P4Ka inh | HEK293 tox | PLK1 PBD inh | GLP-1R inv ag | WRN helicase inh | IL2 activator
Listed for Cc1ccc(-n2nc3c(c2NC(=O)C(C)(C)C)CSC3)c(C)c1 → -7 | 30 | -3% | . | 5% | -4% | -12% | -14% | 0.0
Listed for Nc1cc(N)nc(SCC(=O)NCC(=O)Nc2ccc(F)c(F)c2F)n1 → 0 | -19 | -4% | -9 | 8% | -11% | 1% | -23% | 0.5

Further structures follow:
SMILES	DRD3 agonist	D3 antag	GLP1R ag	PI5P4Ka inh	HEK293 tox	PLK1 PBD inh	GLP-1R inv ag	WRN helicase inh	IL2 activator
CCOc1ccccc1NC1c2ccccc2C(=O)N1Cc1ccco1 (stereo unspecified)	1	7	-1%	0	2%	-5%	?	-5%	-0.8
CCOc1ccc(CNC(=O)Cn2ccc3cc(S(=O)(=O)N4CCCC4)ccc32)cc1	2	-3	12%	-2	-11%	27µM*	-21%	-5%	-2.8
C=C(C)CSc1nnc([C@@H](NC(=O)OC(C)(C)C)C(C)CC)o1 (stereo partly specified)	-1	-8	-7%	.	2%	-11%	0%	-8%	1.4
CCOc1cc(CNC2CCCC2)cc(Cl)c1OCc1ccc(F)cc1	-15	-13	-1%	.	-13%	-2%	?	-10%	-2.0
Cc1c(NC(=O)C2CCCN(S(=O)(=O)c3cnc[nH]3)C2)c(=O)n(-c2ccccc2)n1C (stereo unspecified)	1	-9	6%	-7	8%	-9%	5%	6%	-0.2
O=C(O)C(Cc1ccc(Cl)cc1)NS(=O)(=O)c1ccc(Cl)cc1 (stereo unspecified)	8	2	3%	-1	-19%	-1%	3%	0%	-0.4
CC1CCC(NC(=O)Nc2cccs2)CC1 (stereo unspecified)	-2	-15	2%	.	0%	-18%	?	9%	1.1
N#Cc1c(Cl)cccc1N1CCSCC1	5	-3	26%	6	2%	-9%	29%	7%[57.1 µM]	0.2
COc1ccc(C2C=C(C34CC5CC(CC(C5)C3)C4)NC(=S)N2)cc1 (stereo unspecified)	-5	-18	8%	-21	?	12µM*	?	-11%	0.3
Cc1ccccc1Cn1nc(C)c(NC(=O)c2noc3c2CC(C(C)(C)C)CC3)c1C (stereo unspecified)	34*	4	7%	.	-38%	-1%	10µM*	-12%	-1.6
Cc1ccc(C(=O)c2ccccc2C(=O)Nc2ccccc2)cc1	14	-4	0%	2	-12%	1%	?	5%	0.0
COc1ccc(-c2ccc3c(c2)O/C(=C\c2ccsc2)C3=O)cn1	1	-4	1%	-29	2%	-2%	13%	-3%	0.1
Cc1ccc(SCC(=O)N2N=CCC2c2ccccc2)cc1 (stereo unspecified)	-7	4	21%	-1	0%	-22%	?	7%	-0.3
Cc1cc(NC(=O)CSc2nc(-c3cccnc3)ccc2C#N)no1	-5	-13	13%	5	106%[activator]	-23%	27%	8%	0.7
CCCc1nnc(NC(=O)Nc2ccc(OC)cc2)s1	-9	3	3%	5	-1%	2%	20%	-12%	0.1
CCn1cc(C(=O)O)c(=O)c2cc(F)c(N3CCN(C(=S)NC(=O)c4cc(OC)cc(OC)c4)CC3)cc21	0	-5	-9%	6	3%	-17%	-5%	-1%	0.4
COc1ccccc1N1CCN(/N=C/c2ccccc2C(=O)O)CC1	-1	2	-1%	2	9%	-1%	11%	4%	0.0
Cc1sc2nc(C)n(/N=C/c3ccccc3O)c(=O)c2c1C	35*	41	-1%	.	22%	-1%	2%	-9%	-1.5
CC(C)CCN1C(=O)CC(NNC(=O)c2ccc(S(=O)(=O)N3CCCC3)cc2)C1=O (stereo unspecified)	3	9	1%	-9	5%	-5%	4%	2%	0.4
O=C(CSc1nccc(=O)[nH]1)N1CCOCC1	3	0	-6%	-3	7%	-8%	9%	2%	-4.1
COc1cccc(C2CC(c3cccc(OC)c3)n3nc(N)nc3N2)c1 (stereo unspecified)	-12	1	6%	-1	2%	-51%	11%	-3%	-2.1
CCC(C)(C)n1nnnc1C(c1cc2cc(C)cc(C)c2[nH]c1=O)N1CCN(C(=O)c2ccco2)CC1 (stereo unspecified)	5	8	1%	.	4%	-2%	5%	-6%	-0.4
CN(C)c1ccc(N2C(=O)CC(Nc3ccc(N4CCOCC4)cc3)C2=O)cc1 (stereo unspecified)	0	-7	-3%	-4	2%	2%	6%	-29%	-0.5
CN(CCCCCCCCC(=O)/C=N/O)Cc1ccccc1	-26	?	-7%	.	-28%	-3%	14%	-1%	0.0
COCCNC(=O)Cc1c(C)c2c(cc(C)c3c(C)coc32)oc1=O	-3	1	-6%	-1	-15%	-9%	11%	-1%	4.1
COC(=O)c1ccc(S(=O)(=O)NNC(=O)COc2ccc(C)cc2)cc1	3	32	2%	0	-4%	-12%	5%	-2%	-0.3
N#Cc1cccc(NC(=O)COC(=O)C2CCC2)c1	-4	-8	3%	-2	-6%	-6%	18%	5%	0.5
O=C(CSc1nnc(COc2ccc3c(c2)CCCC3)o1)Nc1ccc(F)cc1	-10	-9	-3%	.	8%	0%	5%	-7%	-2.3
Brc1c(CSc2nnc(-c3ccco3)o2)nc2ccccn12	-4	1	21%	2	-5%	-7%	87%[activator]	7%	-0.4
COCCCN1C(=O)C(CC(=O)NC2CC2)CC(C(=O)N2CCOCC2)=C1C (stereo unspecified)	-6	-5	-5%	-1	-2%	-4%	26%	-8%	0.3
COC(=O)C1=NNC2C(=O)N(C3CCCCC3)C(=O)C12 (stereo unspecified)	-8	10	-2%	-1	-8%	5%	-2%	-2%	-0.9
CN(C)/N=C/c1c(O)ccc2ccccc12	2	-19	0%	-10	-6%	-3%	-15%	1%	-0.1
CC(C)(C)C(=O)Nc1ccnn1C1CCN(C(=O)c2cccc(Cl)c2)CC1	-15	-3	-3%	-1	0%	-1%	11%	-26%	-3.6
CC(=O)N1CCN(CC(O)COc2ccc(OCc3ccccc3)cc2)CC1 (stereo unspecified)	10	4	3%	.	-14%	2%	1%	-7%	0.6
